PI5P4Ka inh: qHTS for Inhibitors of phosphatidylinositol 5-phosphate 4-kinase (PI5P4K) | Phosphatidylinositol 5-phosphate 4-kinase type-2 alpha (Homo sapiens), P48426 | PI5P4Kalpha enzyme, ADP-Glo luminescence, 60 min; hits give low values | max response, % | 1.2% of 330,000 active; active = max response of -50% or lower; inconclusive = between -30% and -50%; inactive = -30% or higher; note: value at the top dose of about 77 µM; % is set by controls: 0 for no effect and ±100 for the full control effect
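Enzyme plus substrate dispensed, test compounds pinned in, then ATP (5 microM final) added. After 60 min at RT, ADP-Glo reagent 1 for 45 min and reagent 2 for 30 min preceded luminescence imaging.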
EPAC1 ag: qHTS for Agonist of cAMP-regulated guanine nucleotide exchange factor 3 (EPAC1): primary screen; EPAC1 agonist qHTS, biochemical assay; response scale: 100% = response to 6.5 mM cAMP; Potency, µM (titrated, usually from 154 µM), for the others: at the highest dose activation, most hits filed as activators; 0.073% of 360,000 active; note: potency is the fitted concentration of half-maximal effect; nearly all actives have a fitted effect of over 60% in size
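Multi-concentration qHTS readout: loss of Rap1B-bound BODIPY-GDP fluorescence driven by 100 nM EPAC1 with excess GDP (50 uM), monitored kinetically at room temperature; agonist response expressed relative to 6.5 mM cAMP.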
PLK1 PBD inh: qHTS for Inhibitors of PLK1-PDB (polo-like kinase 1 - polo-box domain): Primary Screen; Serine/threonine-protein kinase PLK1 (Homo sapiens), P53350; 2.8% of 360,000 active; Potency, µM, inactives show max response, negative = inhibition, hits mostly inhibitors; Plk1 PBD binding of FITC phosphopeptide, fluorescence polarization; AID 720504, 2013; note: potency is the fitted concentration of half-maximal effect; series mostly up to about 57 µM; % is set by controls: 0 for no effect and ±100 for the full control effect; nearly all actives have a fitted effect of over 65% in size
WRN inhibitor: qHTS for Inhibitors of WRN Helicase. 0.46% of 360,000 active. WRN helicase unwinding, fluorescent forked duplex, kinetic. Potency, µM (highest dose often 114 µM), inactives show top-dose activity change, negative = inhibition, usual class: inhibitors; note: potency is the fitted concentration of half-maximal effect; % is set by controls: 0 for no effect and ±100 for the full control effect; nearly all actives have a fitted effect of over 55% in size
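Screening of the MLSMR collection measured strand separation of a quenched forked DNA duplex (100 nM) by 20 nM WRN with 2 mM ATP, all final. Compounds were preincubated with enzyme 15 min at room temperature.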
EPAC2 agonist: qHTS for Agonist of cAMP-regulated guanine nucleotide exchange factor 4 (EPAC2): primary screen; Potency, µM (series often up to 154 µM), without a hit: top-dose activation, usual class: activators; 0.079% of 360,000 active; AID 720711, 2013; EPAC2 activation, biochemical qHTS; response scale: 100% = 6.5 mM cAMP response; Rap guanine nucleotide exchange factor 4 (Homo sapiens), Q8WZA2; note: potency is the fitted concentration of half-maximal effect; nearly all actives have a fitted effect of over 50% in size
Target sequence (Q8WZA2 whole entry, looked up): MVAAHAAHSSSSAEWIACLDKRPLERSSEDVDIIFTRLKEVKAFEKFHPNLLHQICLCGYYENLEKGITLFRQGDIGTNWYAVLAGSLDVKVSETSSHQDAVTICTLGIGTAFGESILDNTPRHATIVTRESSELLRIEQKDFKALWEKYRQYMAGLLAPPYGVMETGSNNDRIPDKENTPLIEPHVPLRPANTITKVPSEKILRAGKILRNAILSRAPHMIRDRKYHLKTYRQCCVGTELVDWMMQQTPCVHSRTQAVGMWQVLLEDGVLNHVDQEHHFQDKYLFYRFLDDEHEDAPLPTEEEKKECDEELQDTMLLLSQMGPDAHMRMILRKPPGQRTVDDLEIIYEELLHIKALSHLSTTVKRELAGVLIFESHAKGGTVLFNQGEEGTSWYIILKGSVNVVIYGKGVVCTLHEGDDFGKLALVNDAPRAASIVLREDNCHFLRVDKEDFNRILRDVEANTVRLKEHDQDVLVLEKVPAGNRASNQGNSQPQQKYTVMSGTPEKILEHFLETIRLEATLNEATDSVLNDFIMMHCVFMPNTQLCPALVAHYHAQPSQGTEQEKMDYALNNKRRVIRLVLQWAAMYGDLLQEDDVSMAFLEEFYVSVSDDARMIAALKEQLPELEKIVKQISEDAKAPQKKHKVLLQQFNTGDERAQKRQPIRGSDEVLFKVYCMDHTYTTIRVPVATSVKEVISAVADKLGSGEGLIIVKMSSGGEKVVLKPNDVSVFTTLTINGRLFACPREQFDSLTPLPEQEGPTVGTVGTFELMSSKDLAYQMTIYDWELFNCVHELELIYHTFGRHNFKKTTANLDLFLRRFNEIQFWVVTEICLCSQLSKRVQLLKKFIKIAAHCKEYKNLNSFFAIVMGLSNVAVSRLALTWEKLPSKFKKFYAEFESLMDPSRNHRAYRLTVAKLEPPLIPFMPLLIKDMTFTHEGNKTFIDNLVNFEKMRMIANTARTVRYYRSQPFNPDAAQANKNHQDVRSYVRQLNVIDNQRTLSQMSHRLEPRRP
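Each well held 100 nM EPAC2, 250 nM RAP1B-BODIPY-GDP and 50 uM GDP. Fluorescence, read at 5-min intervals to 30 min, was referenced to a 6.5 mM cAMP positive control.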
EPAC1 antagonist: qHTS for Antagonist of cAMP-regulated guanine nucleotide exchange factor 3 (EPAC1): primary screen; AID 720709, 2013; EPAC1 GEF assay, Rap1b-BODIPY-GDP exchange fluorescence; 0.14% of 360,000 active; Potency, µM (top dose mostly 115 µM), for inactives: at the highest dose activity change, negative = inhibition, most hits filed as inhibitors; Rap guanine nucleotide exchange factor 3 (Homo sapiens), O95398;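 note: potency is the fitted concentration of half-maximal effect; plate controls were vehicle for no effect and positive control for full effect; nearly all actives have a fitted effect of over 50% in size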
CCT modulator: High-Throughput Screening for Modulators of Cytosolic Chaperonin Activity. AID 651819, 2012. 0.3% of 360,000 active. purified chaperonin ATPase assay, HTRF ADP detection, 30 min. activity change, % (concentration not given with the values), hits read low; in the data active = activity change below about -30%; note: % is set by controls: 0 for no effect and ±100 for the full control effect
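TRiC (40 or 20 nM final, by batch activity) in 30 mM Tris pH 7.4, 100 mM KCl, 5 mM MgCl2, 1 mM DTT was treated with compound at 76 uM single dose, then 10 uM ATP, 30 min at 37 °C. ADP was read by HTRF Transcreener.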
IL-2 act: qHTS of IL-2 Activators. IL-2 activation reporter assay, cell-based qHTS; stimulated with anti-CD3/CD4/CD28 beads; in transgenic mouse T cells. activation, % (series mostly up to about 46 µM). 0.065% of 360,000 active. AID 652025, 2013; in the data active = activation above about 50%; inconclusive = mostly about 30% to 49%; note: 0% is about no effect
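Unstimulated transgenic mouse T cells; 60-min compound exposure; bead-based TCR/CD4/CD28 stimulation; 18 h culture, 37 degrees C; dual fluorescence (EGFP, DsRed) plate cytometry.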
Numbers without * were called inactive; ? = inconclusive; . = no result given; [ ] = remark or other dose. Unless noted, calls come from the whole dose curve; as a rule, active = well fitted curve in the direction sought with a large enough effect; inconclusive = small, poorly fitted or top-dose-only effect, or another doubt; inactive = no such curve, though single readings can be large; an effect the other way counts as inactive or inconclusive. These rows are one share of the data; count on the stated rates, not on these rows.

SMILES	PI5P4Ka inh	EPAC1 ag	PLK1 PBD inh	WRN inhibitor	EPAC2 agonist	EPAC1 antagonist	CCT modulator	IL-2 act
COc1ccc(NC(=O)COC(=O)c2ccc(OCc3c(C)noc3C)cc2)cc1OC	4	4%	0%	6%	2%	-1%	0.2	2.4
CSc1ccccc1NC(=O)CN(C)CC(=O)Nc1ccc(Cl)cc1[N+](=O)[O-]	-4	3%	-5%	-8%	5%	-30%	-0.2	3.1
O=C1CCN(Cc2ccccc2)CCN1[C@H](COc1ccccc1)Cc1ccccc1	1	11%	-7%	-6%	17%	-17%	-0.1	2.7
COc1ccc(S(=O)(=O)CCc2nnc(NC(=O)c3cccs3)s2)cc1	.	7%	1%	-7%	7%	-2%	-2.2	-1.9
N#C/C(=C/c1ccc(-c2ccc(S(=O)(=O)N3CCOCC3)cc2)o1)C(=O)NC1CC1	?	16%	-1%	-21%	8%	?	1.2	-0.1
Cc1cc2nc(-c3ccc(=O)[nH]c3)n(Cc3ccccc3)c2cc1C	3	7%	-12%	-3%	3%	-9%	-2.6	-1.1
CCOc1cc(C(=O)Nc2ccc(C)cc2O)ccc1OCC(=O)N1CCOCC1	?	3%	-7%	3%[11.6 µM]	-5%	3%	-2.7	-0.6
COc1ccc(Cl)cc1NC(=O)Nn1cnnc1	.	2%	0%	4%	11%	-6%	-1.3	-1.3
COc1cc(C(=O)OCC(=O)NCC2CCCCC2)ccc1OCC(C)C	4	-2%	4%	7%	-5%	12%	1.7	-0.1
CC(C1CC1)N(Cc1ccccc1)C(=S)Nc1cccc(C(F)(F)F)c1 (stereo unspecified)	1	-7%	30µM*	-7%	0%	?	-0.3	-5.9
COc1ccc(Nc2cc(C(=O)NCCCN3CCN(C)CC3)c3ccccc3n2)cc1	-1	-2%	0%	6%	-12%	4%	-1.2	0.0
CCN(CC)CCCNC(=O)Cn1nc([N+](=O)[O-])c(Cl)c1C	2	-7%	-2%	7%	-2%	-8%	-0.6	-2.9
COc1cccc(-n2cn[nH]c2=S)c1	8	7%	0%	0%	0%	-1%	-1.5	1.6
COc1cc2c(cc1OC)CN(Cc1cc(OC)c3c(c1)OCO3)CC2	0	0%	-7%	11%	-1%	4%	-0.3	0.3
CC(C)OCCCNC(=S)Nc1ccc(S(N)(=O)=O)cc1	-23	-2%	6µM*	-27%	-1%	15%	0.5	-0.4
COc1ccc(CCC2=NCCN2C(CC(C)C)c2nc3ccccc3[nH]2)cc1 (stereo unspecified)	-1	3%	-9%	-4%	6%	4%	0.2	-0.1
COc1cccc(-c2csc(NC(C)=O)n2)c1	-16	3%	?	-5%	-4%	2%	-3.1	-0.4
Cc1ccc(S(=O)(=O)N2CCC(C(=O)OCCOc3ccccc3)CC2)cc1C	1	5%	-7%	16%	-1%	-4%	-1.6	-4.9
O=[N+]([O-])c1ccc(N2CCN(S(=O)(=O)c3ccccc3[N+](=O)[O-])CC2)cc1N1CCc2ccccc2C1	0	-5%	-8%	14%	6%	8%	3.1	-3.2
Cc1ccc(CNC(=O)c2nnn(CC(=O)Nc3cc(C)cc(C)c3)c2N)cc1	-4	17%	-7%	-14%[11.6 µM]	-5%	-4%	-0.5	-0.4

An excerpt of these results, with each value named:
COc1ccc(NC(=O)COC(=O)c2ccc(OCc3c(C)noc3C)cc2)cc1OC
  PI5P4Ka inh: 4	EPAC1 ag: 4%	PLK1 PBD inh: 0%	WRN inhibitor: 6%	EPAC2 agonist: 2%	EPAC1 antagonist: -1%	CCT modulator: 0.2	IL-2 act: 2.4

CSc1ccccc1NC(=O)CN(C)CC(=O)Nc1ccc(Cl)cc1[N+](=O)[O-]
  PI5P4Ka inh: -4	EPAC1 ag: 3%	PLK1 PBD inh: -5%	WRN inhibitor: -8%	EPAC2 agonist: 5%	EPAC1 antagonist: -30%	CCT modulator: -0.2	IL-2 act: 3.1

(further entries)
SMILES	PI5P4Ka inh	EPAC1 ag	PLK1 PBD inh	WRN inhibitor	EPAC2 agonist	EPAC1 antagonist	CCT modulator	IL-2 act
O=C1c2ccccc2-c2nccnc21	0	-1%	-11%	-7%	-1%	2%	-2.9	-0.4
CCn1cc2nc(SCC(=O)Nc3ccc(OC)c(OC)c3)n(Cc3ccc(OC)cc3)c(=O)c2n1	7	5%	6%	2%	12%	1%	1.1	0.3
CCOC(=O)C1=C(OCc2ccc(Cl)cc2)C2C=C(C)C=CC2N=C1 (stereo unspecified)	-7	-4%	-1%	-21%	-10%	5%	-5.0	-3.6
O=C(Nc1cccc(-c2cnc3ccccc3n2)c1)c1ccc(Cl)cc1	.	4%	-3%	5%	6%	13%	-3.0	-0.8
Cc1nnc(SCSc2nnc(C)s2)s1	-1	-2%	-9%	5%	-2%	17%	1.1	-0.3
COc1ccc(S(=O)(=O)N2CN(Cc3ccco3)c3nc4ccccc4nc32)cc1	.	14%	-27%	56µM*	7%	-14%	-0.3	-1.8
COc1ccc(NC(=O)NCc2ccco2)c(OC)c1	-14	-5%	12µM*	8%	-3%	-3%	-1.5	-3.2
CC(C)(C)c1ccc(C(=O)N2CCC(C(=O)NC3CCCCCC3)CC2)cc1	2	3%	-7%	2%	6%	-16%	0.0	-0.5
CCN(C[C@H]1N[C@@](CC)(C(=O)OC)[C@H]2C(=O)N(C)C(=O)[C@@H]12)C(=O)C1CCCCC1	-4	-13%	-15%	7%	9%	-1%	-3.2	0.1
O=C(NCc1ccc2c(c1)OCO2)C(=O)NCC1OCCN1S(=O)(=O)c1ccc(F)cc1 (stereo unspecified)	-4	-6%	3%	8%	9%	3%	-1.0	1.5
COc1cc(NC(=S)N2CCN(c3ccccn3)CC2)cc(OC)c1	1	9%	-21%	2%	-8%	-2%	-1.1	-2.3
COCc1cc(N2CCOCC2)nc(-c2ccccc2)n1	-7	5%	-3%	-10%	1%	-5%	1.1	-3.1
CC(=O)c1c(C)[nH]c(C(=O)COc2cc(C)ccc2C(C)C)c1C	7	3%	-1%	1%	-8%	3%	-2.9	7.1
CCOC(=O)C1(C)Oc2ccccc2C(c2ccc(OC)cc2)=C1C(=O)OC (stereo unspecified)	22	-5%	-5%	-3%	3%	?	1.6	-0.4
COC(=O)c1ccc(NC2=CC(=O)CC(C)(C)C2)cc1	?	-4%	3.4µM*	3%	3%	-9%	0.0	-0.8
COc1cc(/C=C2\SC(=Nc3ccccc3OC)NC2=O)ccc1O	?	2%	21%	-11%	-3%	-3%	-1.3	0.4
COC(=O)C(CO)NC(=O)C1CCCN1C(=O)CNC(=O)OCc1ccccc1 (stereo unspecified)	-2	15%	-3%	-8%	4%	-3%	0.4	0.2
CSc1nc(N)c(C#N)c(-c2ccc(Cl)cc2)c1C#N	3	4%	-6%	-24%	4%	-5%	-2.2	-3.6
c1ccc(OCCOc2ncnc3ccccc23)cc1	-5	-4%	1%	2%	4%	9%	0.7	-0.7
COc1ccc(N2C(=O)CC(N(Cc3ccco3)C(=O)CCC(=O)O)C2=O)cc1 (stereo unspecified)	-4	-10%	-4%	7%	-1%	-1%	-1.4	-2.7

(continued)
Order of results: PI5P4Ka inh	EPAC1 ag	PLK1 PBD inh	WRN inhibitor	EPAC2 agonist	EPAC1 antagonist	CCT modulator	IL-2 act
CS(=O)(=O)NNC(=O)CN1C(=O)C2C3C=CC(C3)C2C1=O (stereo unspecified)
 : 6	-3%	0%	-11%	2%	4%	3.6	-0.9
Cc1cccc(NNC(=S)Nc2c(C)cccc2C)c1
 : 2	-11%	-26%	-1%	2%	-5%	0.5	-5.2
Cc1ccc(/C=N/n2c(COc3ccccc3)n[nH]c2=S)s1
 : -1	2%	?	0%	-3%	-1%	0.0	0.0
Cc1c(NC(=O)c2ccc3ncccc3c2)c(=O)n(-c2ccccc2)n1C
 : .	5%	-9%	2%	14%	12%	-3.6	-1.0
COc1ccc(C(=O)Oc2ccc(F)cc2C(=O)/C=C/c2ccc(OC)c(OC)c2)cc1
 : 27	19%	-14%	-5%	11%	5%	-2.4	-2.3
O=C(C(c1ccccc1)c1ccccc1)N1CCN(CC(O)COc2ccccc2)CC1 (stereo unspecified)
 : -5	6%	-7%	-8%	-1%	7%	-3.7	-4.8
Cc1cc(C)nc(NS(=O)(=O)c2ccc(NS(=O)(=O)c3ccccc3)cc2)n1
 : .	6%	-1%	-12%	6%	-5%	-1.3	-1.5
COCCSc1ccccc1C(=O)N1CCC(Cc2ccccc2)CC1
 : 1	-5%	1%	-1%	10%	8%	0.2	-0.3
COc1cc(CCCN2CCNC[C@@H]2Cc2ccccc2)cc(OC)c1OC
 : 4	-29%	-2%	7%	0%	-9%	0.1	0.1
Nc1cccc(S(=O)(=O)Nc2ccc(Br)cc2)c1
 : 1	5%	-3%	-2%	2%	-21%	-0.6	-0.7
Cc1csc(NC(=O)CCC(=O)N(CC(=O)NC2CCCCC2)c2ccccc2)n1
 : 1	13%	-11%	2%	10%	5%	-0.8	-0.5
COc1cc(NC(=O)c2cc3ccccc3o2)c(OC)cc1Cl
 : 3	7%	-2%	-3%	6%	-7%	3.9	0.3
Cn1c(Cc2ccccc2)nnc1SCC(=O)Nc1cccc(S(=O)(=O)NC2=NCCCCC2)c1
 : 3	9%	3%	-11%	-2%	12%	-3.6	2.8

2 entries from above, with each value named:
Cc1cc(C)nc(NS(=O)(=O)c2ccc(NS(=O)(=O)c3ccccc3)cc2)n1
  PI5P4Ka inh: . | EPAC1 ag: 6% | PLK1 PBD inh: -1% | WRN inhibitor: -12% | EPAC2 agonist: 6% | EPAC1 antagonist: -5% | CCT modulator: -1.3 | IL-2 act: -1.5
COCCSc1ccccc1C(=O)N1CCC(Cc2ccccc2)CC1
  PI5P4Ka inh: 1 | EPAC1 ag: -5% | PLK1 PBD inh: 1% | WRN inhibitor: -1% | EPAC2 agonist: 10% | EPAC1 antagonist: 8% | CCT modulator: 0.2 | IL-2 act: -0.3

High-throughput results (PubChem BioAssay)
